Compound activity deposited in PubChem BioAssay by National Center for Advancing Translational Sciences (NCATS).
POLB inh: inhibitors of human DNA polymerase beta; 1.3% of 340,000 active; P06746; AID 485314; Potency, µM (highest dose often 114 µM), inactives show top-dose activity change, negative = inhibition, hits mostly inhibitors; Pol beta primer extension/strand displacement, fluorescence kinetic; further: potency means the concentration at half of the fitted maximal effect; on the % scale 0 is the no-effect control and ±100 the full control effect
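Curves were derived by four-parameter Hill fits of normalized qHTS data. The kinetic fluorescent primer-extension read was taken at 0 and 10 min after 50 nM substrate, following a 15 min room-temperature preincubation of 10 nM enzyme with compounds.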
Pol eta inh: blocks human DNA polymerase eta activity | Potency, µM (highest dose often 114 µM), for inactives: top-dose activity change, negative = inhibition, actives largely listed as inhibitors | recombinant Pol eta, fluorescent DNA replication assay | 1.2% of 390,000 active; further: potency means the concentration at half of the fitted maximal effect; on the % scale 0 is the no-effect control and ±100 the full control effect
Target sequence (Q9Y253 whole entry, looked up): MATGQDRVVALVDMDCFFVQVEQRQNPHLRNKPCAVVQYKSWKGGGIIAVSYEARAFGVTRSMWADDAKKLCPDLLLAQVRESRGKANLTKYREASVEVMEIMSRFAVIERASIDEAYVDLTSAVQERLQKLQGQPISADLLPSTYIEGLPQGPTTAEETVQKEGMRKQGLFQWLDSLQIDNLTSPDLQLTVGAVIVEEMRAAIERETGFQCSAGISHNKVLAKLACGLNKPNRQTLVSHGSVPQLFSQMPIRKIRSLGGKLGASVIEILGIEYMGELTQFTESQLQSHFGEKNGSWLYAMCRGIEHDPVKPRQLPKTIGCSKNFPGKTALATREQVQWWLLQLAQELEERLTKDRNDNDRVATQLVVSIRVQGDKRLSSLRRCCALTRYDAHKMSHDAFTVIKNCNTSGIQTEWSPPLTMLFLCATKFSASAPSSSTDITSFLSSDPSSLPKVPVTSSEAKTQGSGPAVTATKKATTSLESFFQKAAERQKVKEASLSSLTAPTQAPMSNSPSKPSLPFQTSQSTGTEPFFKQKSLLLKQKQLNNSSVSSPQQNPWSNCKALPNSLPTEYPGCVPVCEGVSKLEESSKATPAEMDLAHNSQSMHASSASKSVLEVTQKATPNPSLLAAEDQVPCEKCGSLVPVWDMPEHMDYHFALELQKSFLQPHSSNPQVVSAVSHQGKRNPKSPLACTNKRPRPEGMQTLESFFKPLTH
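Fluorescent replication assay: 50 nM final substrate added after a 15 min room-temperature compound preincubation with 10 nM enzyme. Signal taken at 0 min and again at 10 min.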
12-LOX inh: blocks human arachidonate 12S-lipoxygenase; P18054; purified 12hLO, xylenol orange hydroperoxide absorbance; Potency, µM (titrated, usually from 108 µM), without a hit: at the top dose activity change, negative = inhibition, usual class: inhibitors; 1.1% of 580,000 active; further: potency means the concentration at half of the fitted maximal effect; on the % scale 0 is the no-effect control and ±100 the full control effect
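Purified human 12hLO at 150 nM in 25 mM Hepes, 0.01% Triton X-100, pH 7.0, preincubated 15 min at room temperature with compound. Reaction started with 40 uM arachidonic acid, 30 min at room temperature. Hydroperoxide measured by Fe-xylenol orange, 573/405 nm absorbance ratio.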
POLK inh: blocks human DNA polymerase kappa activity; 0.53% of 400,000 active; Potency, µM (top dose mostly 107 µM), without a hit: at the highest dose activity, negative = inhibition, hits mostly inhibitors; purified Pol kappa, fluorescent DNA synthesis assay, 10 min; Q9UBT6; AID 588579; further: potency means the concentration at half of the fitted maximal effect; on the % scale 0 is the no-effect control and ±100 the full control effect
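Activity was followed as the change in fluorescence between reads at 0 and 10 min after starting the reaction with 50 nM substrate. Beforehand, 10 nM polymerase had been preincubated with compound for 15 min at room temperature.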
ERG Ets-DNA blk: inhibitors of human ERG Ets domain-DNA interaction. P11308. Potency, µM (highest dose often 76.9 µM), for inactives: at the highest dose FP activity, negative = inhibition, usual class: inhibitors. AID 624246. fluorescence polarization, His-ERG Ets domain / labelled DNA. 0.028% of 370,000 active; active means well fitted inhibition curve with a large enough effect in the polarisation, with a control signal flat; inconclusive means small, poorly fitted or top-dose-only effect, or effect the other way, or a change in a side signal; inactive means no such curve, though single readings can be large or run the other way; the % refers to the polarisation;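 further: polarization taken with two DNA probes labelled with fluorescein and Texas red; potency means the concentration at half of the fitted maximal effect; % of control where 0% means no effect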
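His-tagged ERG Ets domain (1 uM in the protein solution; 300mM KCl, 50mM Tris-HCl, 1mM EDTA, 1mM DTT, pH 7.5) received compound, then a probe mix of 5 nM fluorescein-DNA and 100nM Texas-615-DNA. Fluorescence polarization was read for both dyes.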
Anesthetic bind: binds horse apoferritin like a general anesthetic. AID 485281. apoferritin/1-aminoanthracene competitive binding, fluorescence. Potency, µM (titrated, usually from 77.5 µM), inactives show top-dose activity change, negative = displacement, most hits filed as inhibitors. 0.074% of 350,000 active. P02791; further: potency means the concentration at half of the fitted maximal effect; on the % scale 0 is the no-effect control and ±100 the full control effect; nearly all actives have a fitted effect of over 20% in size
Target sequence (P02791 2-175 limits assumed): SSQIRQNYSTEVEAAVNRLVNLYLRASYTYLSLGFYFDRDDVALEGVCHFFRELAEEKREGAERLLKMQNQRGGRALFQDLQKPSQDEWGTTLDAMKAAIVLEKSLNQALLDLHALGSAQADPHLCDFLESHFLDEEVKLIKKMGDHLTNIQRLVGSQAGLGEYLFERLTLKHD
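Probe: 1-aminoanthracene (50% saturated, PBS). Protein: horse-spleen apoferritin, 10 uM. Incubation: 10 min, room temperature. Detection: 380 nm excitation, 535 nm emission. Analysis: normalized response, four-parameter Hill.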
APE1 inh: APE1 (human) endonuclease inhibition. P27695. 0.35% of 350,000 active. Potency, µM (top dose mostly 65.8 µM), inactives show at the top dose activity change, negative = inhibition, most hits filed as inhibitors. recombinant APE1, TAMRA/BHQ-2 abasic DNA cleavage fluorescence. AID 2517;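 further: potency means the concentration at half of the fitted maximal effect; plate controls were vehicle for no effect and reference inhibitor for full effect; nearly all actives have a fitted effect of over 55% in size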
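Enzyme (0.75 nM final) and test compound are incubated 15 min at room temperature before adding 50 nM quenched THF abasic-site duplex. Cleavage dequenches TAMRA, followed at 525/598 nm over three reads one minute apart.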
LDHA block: inhibitors of human lactate dehydrogenase A | activity change, % (values are at about 110 or 230 µM) | purified LDHA, NADH/diaphorase-resazurin fluorescence; stronger effect = lower value | 0.15% of 480,000 active | P00338; in the data active means activity change below about -30%; inconclusive means mostly about -25% to -30%;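 further: plate controls were DMSO wells for no effect and wells without enzyme for full effect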
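LDH5 2 nM; NADH 0.06 mM, pyruvate 0.2 mM; 200 mM Tris pH 7.4, EDTA, Tween-20; 5 min RT. Detection: diaphorase 0.133 mg/mL + resazurin 37 µM, fluorescence ex540/em590 at 0 and 20 min; normalized to enzyme-free and DMSO wells.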
RGS4 inh: blocks human RGS4-accelerated GTP hydrolysis | P49798 | Transcreener GDP fluorescence polarization, RGS4-accelerated GTP hydrolysis | Potency, µM (highest dose often 114 µM), inactives show top-dose activity change, negative = inhibition, actives largely listed as inhibitors | 0.039% of 390,000 active; further: potency means the concentration at half of the fitted maximal effect; on the % scale 0 is the no-effect control and ±100 the full control effect; nearly all actives have a fitted effect of over 75% in size; some results filed as inactive show a strong effect at the top dose
Target sequence (P49798 whole entry, looked up): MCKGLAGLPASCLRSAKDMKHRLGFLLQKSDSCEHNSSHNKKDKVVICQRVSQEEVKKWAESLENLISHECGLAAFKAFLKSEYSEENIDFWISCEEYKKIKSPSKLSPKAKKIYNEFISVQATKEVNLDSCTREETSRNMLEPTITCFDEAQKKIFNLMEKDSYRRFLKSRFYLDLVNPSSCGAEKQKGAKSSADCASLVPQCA
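MLSMR compounds (23 nl, pin-transferred) preincubated 10 min at room temperature with a 500nM (2x) first reagent, then RGS4 at 900nM (2x) plus Transcreener GDP mix added; fluorescence polarization (620/688 nm) read before and after 90 min at 30 °C.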
An asterisk follows results filed as active; u = inconclusive; x = not tested or not shown; [ ] = remark or other dose. Unless noted, the call rests on the fitted dose curve; in most records, active means well fitted curve in the direction sought with a large enough effect; inconclusive means small, poorly fitted or top-dose-only effect, or another doubt; inactive means no such curve, though single readings can be large; an effect the other way counts as inactive or inconclusive.

SMILES	POLB inh	Pol eta inh	12-LOX inh	POLK inh	ERG Ets-DNA blk	Anesthetic bind	APE1 inh	LDHA block	RGS4 inh
CC(=O)Nc1ccc(SCC(c2ccccc2)N2CCN(CCc3ccccc3)CCC2=O)cc1 (centres undefined)	x	x	x	5%	x	-19%	-10%	x	-39%
Cc1ccsc1C(=O)NC(C)c1ccc2c(c1)OCO2 (centres undefined)	18%	-12%	u	-3%	0%	u	-4%	-4	-6%
NC(=O)C1CCCN(C(=O)c2cccc(S(=O)(=O)N3CCCCCC3)c2)C1 (centres undefined)	x	-19%	45%[activator]	0%	-9%	x	7%	-8	0%
CN(CC(=O)Nc1ccccc1C(F)(F)F)C(=O)CSc1nc(N)cc(N)n1	x	-4%	24%	2%	4%	x	-9%	-2	-27%
CCc1ccccc1N1CC(C(=O)Nc2cc(S(=O)(=O)N3CCCC3)ccc2Cl)CC1=O (centres undefined)	x	16µM*	u	u	3%	x	-8%	-3	-24%
CC1=C(c2ccc(F)cc2)S(=O)(=O)N=C1N1CCC(C(=O)NCCc2ccco2)CC1	25µM*	x	u	-18%	5%	48%[activator]	x	-6	-4%
CCCCc1ccc(NC(=O)COCC)cc1	9%	-13%	7%	5%	-3%	-2%	2%	3	-35%
Cc1ccccc1CNC(=O)C1CCCN(c2nnc(-n3c(C)ccc3C)s2)C1 (centres undefined)	-2%	-18%	-1%	-19%	2%	3%	x	4	-13%
c1ccc(C[n+]2csc3ccccc32)cc1	-10%	2%	u	-8%	0%	-22%	-1%	6	u
C(=N\N=C\c1cccs1)/c1cccs1	-17%	-22%	5%	-6%	-4%	u	-4%	-3	-37%
COc1cccc(C2c3c(oc4ccc(F)cc4c3=O)C(=O)N2CCCN2CCOCC2)c1 (centres undefined)	-9%	-3%	-1%[57.4 µM]	6%	-5%	6%	-1%	0	8%
CCOC(=O)C1CCCN(C(=O)c2cc(-c3ccco3)nc3ccccc23)C1 (centres undefined)	x	3.2µM*	8.9µM*	22µM*	1%	x	8.4µM*	3	u
S=c1[nH]nc(-c2ccco2)n1/N=C/c1ccc(Br)s1	14%	0%	u	-24%	-1%	-19%	-3%	-15	u
COCCN(CCOC)C(=O)N1CCOCC1	3%	1%	3%	-9%	-4%	0%	0%	-3	-3%
COc1ccc2oc(C(=O)OCC(=O)NC3CCCC3)c(C)c2c1	u	-3%	-6%	-9%	2%	-20%	8%	-9	27%
Cc1ccc(Cn2c(C(=O)O)c(CNCc3ccccc3Cl)c3ccc(C)cc32)cc1	0%	-3%	-25%	-21%	0%	6%	x	-1	7%
COCCCNC(=O)c1sc2ncnc(N3CCc4ccccc4C3)c2c1C	9%	-11%	15%	-20%	-6%	8%	-6%	1	33%
O=C(Cn1ncc(N2CCCC2)c(Br)c1=O)c1ccc(Cl)cc1	3%	-5%	3%	-1%	-6%	-13%	-1%	0	10%
O=C(Cc1cccs1)NNC(=S)NC(=O)c1ccco1	87%	-12%	-8%	-5%	18%	-11%	-1%	4	u
O=C(NNC(=O)C1CCN(C(=O)Nc2ccccc2)CC1)c1ccc(F)cc1	x	-4%	-1%	3%	3%	x	11%	-2	-2%
COc1ccccc1OCC(=O)Nc1ccccc1C(=O)N1CCCC1	31%	-13%	2%	2%	-4%	-9%	6%	-3	-12%
CN(C)S(=O)(=O)c1ccc(N2CCCC2)c(C(=O)Nc2nc(-c3cc(F)ccc3F)cs2)c1	22%	-8%	-12%	-11%	3%	-1%	14%	-5	-11%
CCOC=C1C(=O)N(C(C)=O)c2cc(OC)c(OC)cc21	x	-7%	-18%	-5%	11%	x	x	8	0%
CCc1ccc(NC(=O)C(=O)NCC(c2cccnc2)N2CCN(Cc3ccccc3)CC2)cc1 (centres undefined)	33%	-8%	-17%	-4%	-6%	2%	x	-11	37%

Full records, quoted from the list. Order of screens: POLB inh | Pol eta inh | 12-LOX inh | POLK inh | ERG Ets-DNA blk | Anesthetic bind | APE1 inh | LDHA block | RGS4 inh
`O=C(Cn1ncc(N2CCCC2)c(Br)c1=O)c1ccc(Cl)cc1` as listed: 3% | -5% | 3% | -1% | -6% | -13% | -1% | 0 | 10%
`CCOC=C1C(=O)N(C(C)=O)c2cc(OC)c(OC)cc21` as listed: x | -7% | -18% | -5% | 11% | x | x | 8 | 0%
`O=C(Cc1cccs1)NNC(=S)NC(=O)c1ccco1` as listed: 87% | -12% | -8% | -5% | 18% | -11% | -1% | 4 | u

(continued)
SMILES	POLB inh	Pol eta inh	12-LOX inh	POLK inh	ERG Ets-DNA blk	Anesthetic bind	APE1 inh	LDHA block	RGS4 inh
CCOc1ccc(NC(=O)c2c[nH]n3c(=O)cc(C4CCN(C(=O)OC(C)(C)C)CC4)nc23)cc1	1%	u	-1%	0%	-7%	4%	-10%	-13	-18%
COC(=O)c1ccccc1NC(=S)NC(=O)CC(C)C	-1%	-11%	-27%	-7%	-2%	-15%	-1%	-1	-36%
CC(=O)c1ccc(N2CCc3ccccc3C2)c([N+](=O)[O-])c1	21%	-3%	172%[activator]	-11%	-5%	u	-5%	2	-14%
Cc1ccc(C(c2cc(Cl)c3cccnc3c2O)N2CCN(C)CC2)cc1 (centres undefined)	-13%	-22%	x	-5%	4%	u	-23%	4	u
CN(c1ccccc1)S(=O)(=O)c1cc(C(=O)Nc2ccccc2N2CCOCC2)ccc1Cl	x	-18%	59%[activator]	3%	4%	x	x	-1	-3%
O=C(O)C1CCCN1C(=O)c1cncc(Br)c1 (centres undefined)	0%	-9%	-6%	6%	-2%	-6%	-1%	-4	6%
Cc1cc(C)c(C)c(S(=O)(=O)NC(C)C(=O)O)c1C (centres undefined)	2%	-1%	-3%	2%	-1%	3%	1%	-5	10%
COc1ccc(NC(=O)c2cccnc2)c(OC)c1	u	5%	8%	-12%	-9%	-7%	8%	-6	-13%
Cc1cc(C)cc(NC2=CC(c3cccc(F)c3)N(c3cc(C)cc(C)c3)C2=O)c1 (centres undefined)	7%	x	u	-2%	0%	-3%	x	-7	5%
O=C(O)CCc1ccccc1OC(=O)c1ccccc1	6%	-12%	-23%	18%	12%	-7%	1%	-1	-19%
O=C(NCCCn1ccnc1)c1cc(-c2cccc(O)c2)on1	40%	3%	-21%	-3%	-1%	-3%	3%	-4	21%
CN(CC1CCCO1)S(=O)(=O)c1ccc(C(=O)Nc2nc(-c3ccccn3)cs2)cc1 (centres undefined)	3%	-15%	x	-9%	-4%	-1%	20%	-1	-37%
Cc1cc(C)nc(NC(=O)CCCC(=O)O)c1	8%	-11%	473%[activator]	-15%	0%	-5%	-4%	-4	19%
Cc1ccccc1NC(=O)c1ocnc1C	11%	-15%	16%	4%	8%	1%	-3%	0	3%
O=C(Nc1cccc(Br)c1)/C(=C\c1cccnc1)NC(=O)c1ccco1	35%[activator]	9%	0%	-17%	-6%	-18%	-2%	7	23%
FC(F)(F)c1cc(C(F)(F)F)c2ccc(N3CCN(c4ncccn4)CC3)nc2n1	18%	-12%	-22%	-6%	-11%	-4%	2%	-4	-10%
COc1cc(/C=N/NC(=O)c2nnn(-c3nonc3N)c2C(C)C)ccc1OCc1ccc(F)cc1	u	-11%	-3%	-11%	3%	-8%	-12%	-12	31%
CNc1nc(N)nc(-c2cc(Cl)ccc2OC)n1	4%	-7%	-1%	2%	17%	-1%	2%	-5	9%
CCOC(=O)c1sc(N(C)C)nc1-c1ccccc1	67%	-12%	0%	-5%	-2%	-1%	-2%	-4	-48%
C[C@@H]1O[C@@H](OC[C@H]2O[C@@H](Oc3cc(O)c4c(=O)cc(-c5ccc(O)c(O)c5)oc4c3)[C@H](O)[C@@H](O)[C@@H]2O)[C@H](O)[C@H](O)[C@H]1O	x	-8%	x	-6%	9%	x	-2%	13	-41%
CCN(Cc1ccncc1)Cc1c(O)ccc2cc(Br)ccc12	7%	-21%	u	3%	1%	u	-3%	27	u
Cc1cc(C)c(NC(=O)Nc2ccccc2)c(Cl)c1	22%	-1%	-17%	1%	-4%	7%	0%	-4	-7%
Cc1ccnc(NS(=O)(=O)c2ccc(C(C)(C)C)cc2)c1	-29%	x	u	x	x	-4%	5%	x	x
CCCCN(CCCC)c1nc(-c2ccccc2)nc2ccccc12	22%	-8%	-9%	-9%	-4%	-3%	x	-4	-4%
CCCCN(C)S(=O)(=O)c1c(C)[nH]c(=O)[nH]c1=O	0%	-11%	10%	0%	x	-3%	2%	-7	-12%
CCOC(=O)c1c(CN(C)C)n(C)c2ccc(OC(C)=O)cc12	2%	-11%	-2%	0%	-10%	-12%	19%	0	26%
COc1ccc(-c2c(C#N)c(SCC(=O)Nc3ccccc3)nc3c2CCCC3)cc1	x	-12%	7%	-8%	6%	x	x	-5	-9%[11.4 µM]
COc1ccc(-c2[nH]ncc2CN2CCCN(C(=O)c3ccco3)CC2)cc1F	-2%	-16%	2%	-5%	-9%	-2%	3%	-4	-21%
CCN(C[C@H]1N[C@@](C)(C(=O)OC)[C@H]2C(=O)N(C)C(=O)[C@@H]12)C(=O)COC	x	-6%	u	-13%	-1%	x	-9%	-5	9%
CCCC(=O)N(CCc1ccc(OC)cc1)Cc1nc2ccccc2c(=O)[nH]1	19%	-9%	4%[57.4 µM]	-7%	x	-18%	0%	-10	13%
COc1cc2c(=O)n(CC3CCCO3)c(=O)n(CC(=O)Nc3ccc(F)cc3F)c2cc1OC (centres undefined)	3%	-5%	14%[57.4 µM]	-7%	13%	-6%	-1%	-4	13%

These rows are one share of the data. The share of hits here may be higher or lower than overall.
